High-throughput results from PubChem BioAssay.
KAT2A inh = GCN5L2 (KAT2A) acetyltransferase inhibition | Q92830 | GCN5L2 HAT assay, ThioGlo1 CoA-SH fluorescence | Potency, µM (highest dose often 58.9 µM), for the others: at the top dose activity change, negative = inhibition, hits mostly inhibitors | 390,000 tested, 0.21% active | AID 504327
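Preincubate 20nM GCN5L2 with compound 15 min, RT → add 50uM ThioGlo1 + 75uM H3(1-25) + 70uM acetyl-CoA → read fluorescence 0 and 20 min. Primary qHTS; fluorescent artifacts likely.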
N370S GC mod = inhibitors or activators of N370S glucocerebrosidase for Gaucher disease. N370S GC spleen homogenate, 4MU-glucoside fluorescence. Potency, µM (highest dose often 59.4 µM), inactives show at the highest dose activity change, negative = inhibition, actives largely listed as inhibitors. 330,000 tested, 0.092% active. AID 2101;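 also: 0% = full enzyme activity and -100% = no enzyme basal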
FEN1 inh = inhibitors of human flap endonuclease 1; P39748; Recombinant FEN1 flap cleavage, fluorescence, 15 min; Potency, µM (series often up to 114 µM), for inactives: top-dose activity change, negative = inhibition, hits mostly inhibitors; 390,000 tested, 0.35% active; AID 588795; also: nearly all actives have a fitted effect of over 65% in size
Target sequence (P39748 whole entry, looked up): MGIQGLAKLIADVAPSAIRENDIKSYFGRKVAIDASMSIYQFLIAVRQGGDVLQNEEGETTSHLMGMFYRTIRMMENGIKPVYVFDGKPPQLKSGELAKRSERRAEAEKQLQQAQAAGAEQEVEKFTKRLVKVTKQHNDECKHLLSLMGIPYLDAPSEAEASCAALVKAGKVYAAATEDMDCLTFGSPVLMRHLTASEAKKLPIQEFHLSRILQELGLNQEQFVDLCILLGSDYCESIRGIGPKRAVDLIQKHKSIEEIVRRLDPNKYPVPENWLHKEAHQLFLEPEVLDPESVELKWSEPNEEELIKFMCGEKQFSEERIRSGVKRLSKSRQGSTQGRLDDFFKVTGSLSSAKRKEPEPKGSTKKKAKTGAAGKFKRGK
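With each library titrated from low to high concentration, compounds met 10 nM FEN1 for 15 min at room temperature before 50 nM substrate was added; readings at 0 and 15 min fed four-parameter Hill curve fits.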
* = called active by the depositor; ? = inconclusive; . = not tested or not shown; & = joins results of further samples; [ ] = dose if it differs, or a comment. Calls follow the shape of the dose curve; as a rule, active = well fitted curve in the direction sought with a large enough effect; inconclusive = small, poorly fitted or top-dose-only effect, or another doubt; inactive = no such curve, though single readings can be large; an effect the other way counts as inactive or inconclusive. Unless noted, % is scaled to controls: 0 for no effect and ±100 for the full control effect; potency is read from the fitted curve at half-maximal effect. Random draw from the library; any-hit rate near 0.54%.

Start of the data: the first four entries as a preview:
KAT2A inh | N370S GC mod | FEN1 inh | Compound
3% | -9% | -3% | CC(NC(=O)CN1CCN(c2ncccn2)CC1)c1ccc(F)cc1 (stereo not drawn)
2% | 4% | -2% | Cc1nc(SCc2ccc(Cl)c(Cl)c2)ncc1C(=O)O
-18% | . | -7% | CCOc1ccc(C(=O)Nc2ccc(S(=O)(=O)N(Cc3ccccc3)c3ccccc3)cc2)cc1
-6% | . | 10% | CCCN(C1CCS(=O)(=O)C1)S(=O)(=O)c1ccc2ccccc2c1 (stereo not drawn)

This part in full (from the top)
KAT2A inh | N370S GC mod | FEN1 inh | Compound
3% | -9% | -3% | CC(NC(=O)CN1CCN(c2ncccn2)CC1)c1ccc(F)cc1 (stereo not drawn)
2% | 4% | -2% | Cc1nc(SCc2ccc(Cl)c(Cl)c2)ncc1C(=O)O
-18% | . | -7% | CCOc1ccc(C(=O)Nc2ccc(S(=O)(=O)N(Cc3ccccc3)c3ccccc3)cc2)cc1
-6% | . | 10% | CCCN(C1CCS(=O)(=O)C1)S(=O)(=O)c1ccc2ccccc2c1 (stereo not drawn)
1% | 4% | -16% | COc1ccccc1/C=C/C1=NC(=C\C=C/c2ccccc2)/C(=O)O1
9% | 6% | -3% | O=C(OC1CCOC1=O)c1ccc2ncsc2c1 (stereo not drawn)
-4% | -9% | 11% | CS(=O)(=O)O/N=C1\CCCCC1c1ccc([N+](=O)[O-])cc1[N+](=O)[O-] (stereo not drawn)
2% | 4% | 19% | CC1(C)CC(=O)c2sc(NC(=O)C3COc4ccccc4O3)nc2C1 (stereo not drawn)
-1% | 8% | -6% | O=C(CCCN1C(=O)c2ccccc2C1=O)NCc1ccco1
-3% | -18% | -4% | CCOC(=O)[C@@H]1[C@H]2COc3cc(OC)ccc3[C@H]2N2C(=O)N(c3ccc(C)cc3)C(=O)[C@@]12C
-5% | 9% | 11% | Cc1ccc(CNC(=O)Cn2c(=O)n(-c3ccccc3)c(=O)c3sccc32)cc1
-4% | -1% | -6% | CC(=O)Nc1ccc(C(=O)CSc2nc3ccc(C)cc3[nH]2)cc1
-9% | . | 6% | Nc1ccn(CC(=O)NCCCc2ccccc2)c(=O)n1
-6% | . | 7% | C[C@@H](c1ccccc1)N1C[C@H]2CCCN2c2cc(Br)ccc2S1(=O)=O
-23% | 17% | 9% | S=C1NC[C@H](Cc2ccccc2)N1CCc1cccc2ccccc12
0% | -7% | 16% | CCOc1ccc(N2CC(NC(=O)c3cccc4ccccc34)CC2=O)cc1 (stereo not drawn)
1% | 19% | 17% | CCOC(=O)c1nn(-c2ccccc2C)c2nc(CC(C)C)c(C#N)c(=O)n12
-3% | -8% | 7% | Cc1nc2c([nH]c3ccc(Br)cc32)s1
-2% | -7% | -1% | COc1ccc(C(=O)Cc2nnc(C)s2)cc1
-17% | 0% | 12% | Cc1ccnc(NC(=O)C2CC(=O)N(Cc3ccccc3)C2)c1 (stereo not drawn)
? | 9% | ? | CCOC(=O)c1ccc(-c2c(-c3cc(OC)c(OC)c(OC)c3)noc2C)cc1F
-5% | . | 14% | O=C(O)/C(=C\c1cccc(C(F)(F)F)c1)c1ccc(S(=O)(=O)N2CCCC2)s1
-2% | . | -11% | COc1ccc(NCc2cc3cc4c(cc3n(CC(=O)Nc3ccc(C)c(C)c3)c2=O)OCO4)cc1
0% | -3% | -3% | Cc1c(C(=O)N2CCN(Cc3ccc4c(c3)OCO4)CC2)sc2ncnc(N3CCN(c4ccccc4F)CC3)c12
-5% | . | -24% | Cc1ccc(-c2noc(C(C)NS(=O)(=O)c3ccc(C)cc3)n2)cc1 (stereo not drawn)
-3% | -19% | 0% | C[C@]12CCC3C(CC[C@H]4CCCC[C@]34C)C1CC[C@@]2(O)CNCCO (stereo partly drawn)
-19% | -7% | -22% | COc1cccc(/C=C/C(=O)Nc2cccc(C(C)=O)c2)c1OC
-4% | 3% | 18% | CCOC(=O)c1c(C)[nH]c(C)c1S(=O)(=O)NCC1CCN(Cc2ccccc2OC)CC1
-10% | -3% | -9% | CCc1nnc2sc(-c3ccc(NC(=O)c4ccco4)cc3)nn12
-24% | . | 20% | COc1cccc(C(=O)c2cn(CC(=O)NCc3ccccc3)c3nc(C)ccc3c2=O)c1

More entries:
KAT2A inh | N370S GC mod | FEN1 inh | Compound
-3% | -2% | 3% | COc1ccc2c(c1OC)C(=O)OC2C/C(=N\NC(N)=O)c1ccccc1 (stereo not drawn)
-6% | -17% | -29% | COc1ccc(OC)c(NC(=O)Nc2nnc(N3CCCCC3C)s2)c1 (stereo not drawn)
-2% | -16% | 7% | CC(C)CC(=O)N1CCN(Cc2ccc(Cl)cc2)CC1
-13% | -4% | 1% | CCOc1ccc(N2C(=O)CC(Sc3nc(-c4cccs4)cc(C(F)(F)F)c3C#N)C2=O)cc1 (stereo not drawn)
-1% | 3% | 1% | CCOC(=O)/C=C/C(=O)OCC(=O)Nc1ccc(OC)c(Cl)c1
2% | . | -6% | CCOc1ccc(CC(=O)NCCc2sc(-c3cccc(F)c3)nc2C)cc1
-9% | -20% | 4% | O=C1CN2C(=Nc3ccc(Br)cc3C2c2ccccc2)CCN1 (stereo not drawn)
0% | -2% | -6% | CCOC(=O)N1CCN(C(=O)CNCc2cccs2)CC1
-10% | . | -13% | CCOc1ccc(CCNC(=O)c2ccc3c(c2)N(Cc2ccccc2)C(=O)c2ccccc2S3=O)cc1OCC (stereo not drawn)
-4% | 3%[2.35 µM] | 7% | COc1ccc(NS(=O)(=O)c2ccc(N)c(C(=O)O)c2)cc1
-4% | -11% | 2% | CC1(c2ccc(OC(F)F)cc2)NC(=O)N(CC(=O)Nc2ccc(Cl)cc2F)C1=O (stereo not drawn)
-3% | 1% | -11% | CC(C)c1ccccc1NS(=O)(=O)c1cccs1
-4% | 3% | -1% | CNc1nc(N)nc(OC(C(F)(F)F)C(F)(F)F)n1
-5% | -8% | 7% | CCOc1ccc(NS(=O)(=O)N(C)C)cc1
-4% | 2% | 8% | CSc1nsc(SCC(=O)Nc2ccc(O)c(C(=O)O)c2)n1
-13% | -1% | 8% | CCOC(=O)C1(CCCc2ccccc2)CCN(C(=O)c2ocnc2C)CC1
-4% | 18% | 5% | CC(C)CC(C(=O)Nc1oc(-c2ccccc2)c(-c2ccccc2)c1C#N)N1C(=O)c2ccccc2C1=O (stereo not drawn)
-4% | -6% | . | C=C1C(N)CC2CC1C2(C)C (stereo not drawn)
-9% | . | -10% | Cc1ccc(S(=O)(=O)N2C/C=C\CN(S(=O)(=O)c3ccccc3Br)CC2)cc1
-6% | . | -6% | CCC(C)c1ccccc1NC(=O)CN(CC)CC(=O)Nc1ccc2c(c1)OCCO2 (stereo not drawn)
11% | 5% | 18% | CC(C)n1cc([C@@H]2C[C@H]3CN(Cc4cccc(Cl)c4)C(=O)[C@]34CCCN24)cn1
35µM* | ? | . | COc1ncc2nc(-c3cccs3)c(=O)n(CCC#N)c2n1
-9% | 13% | -6% | COc1ccc(Cl)cc1N(C)C(=O)CCc1nc(-c2ccc(C)cc2)no1
-4% | -9% | 0% | O=C(Oc1ccc(OC(=O)c2ccco2)c(S(=O)(=O)c2ccc(Br)cc2)c1)c1ccco1
-2% | -8% | 9% | CNCc1cc2ccc(C)cc2[nH]c1=O
1% | -11% | -15% | COc1ccc(CN(Cc2ccco2)S(=O)(=O)c2ccc(S(=O)(=O)N3CCCC3)cc2)cc1
1% | -3% | 15% | COCCn1c(SCC(=O)NCc2ccco2)nnc1C(C)C
3% | 11% | 3% | O=C(COc1ccc(=O)n(-c2ccccc2)n1)Nc1ccccc1
1% | -6% | -21% | COc1cc(N=Nc2ccc3ccccc3c2)ccc1O
-15% | . | -19% | CSc1cccc(NC(=O)CN2C(=O)COc3ccc(S(=O)(=O)N4CCC(C)CC4)cc32)c1

Continuation:
KAT2A inh | N370S GC mod | FEN1 inh | Compound
-4% | . | 18% | Cc1ccc(NC(=O)Cn2c(=O)n(CC3CCC(C(=O)NC(C)C)CC3)c(=O)c3sccc32)cc1 (stereo not drawn)
-10% | 4% | -10% | COc1ccc(Cl)cc1C(=O)NC(=S)Nc1cc(-c2nc3ccccc3[nH]2)ccc1C
-5% | 14% | 4% | Nc1nnc(-c2ccc(F)cc2)s1
-19% | 24% | 24% | O=C(C1CCCN(c2ncnc3c2nc2n3CCCCC2)C1)N1CCN(c2ccccc2)CC1 (stereo not drawn)
-5% | -13% | -35% | CN(C)CCCN(C(=O)/C=C/c1cccs1)c1nc2ccc(F)cc2s1
-5% | . | -7% | COc1ccc(CN(C)C(=O)c2ccc(Cl)c(S(=O)(=O)NCc3cccnc3)c2)cc1F
2% | 7% | 4% | Cn1cc(C(=O)NCC2COc3ccccc3O2)c(=O)c2cc(S(=O)(=O)N3CCCCC3)ccc21 (stereo not drawn)
25% | . | -13% | CCc1nnc2c3ccccc3nc(N3CCN(c4ccc(C)cc4C)CC3)n12
-6% | 0% | -5% | Cc1ccc(-c2nc(C)sc2CC(=O)OCC(=O)Nc2c(F)cccc2F)cc1
0% | 14% | 17% | COC(=O)c1ccccc1NC(=O)NC1CCCCC1
-3% | . | 1% | Cc1ccc2oc(C(=O)Nc3sc4c(c3C(=O)NCC3CCCO3)CCC4)cc(=O)c2c1 (stereo not drawn)
-12% | -5% | 3% | O=C(Nc1ccc(CN2CCOCC2)cc1)c1ccco1
-3% | . | -4% | O=C(COC(=O)C12CC3CC(CC(Cl)(C3)C1)C2)Nc1ccc2[nH]c(=O)[nH]c2c1
-8% | 30% | -16% | O=[N+]([O-])c1ccc(N/N=C/c2sc(N3CCOCC3)nc2-c2ccccc2)c(S(=O)(=O)Nc2ccccc2Cl)c1
2% | 3% | -2% | COc1cccc(/C=N/NC(=O)c2cccc([N+](=O)[O-])c2)c1OS(=O)(=O)c1ccccc1
-11% | -6% | -31% | O=C(Nc1cccc([N+](=O)[O-])c1)c1ccc2c(c1)C(=O)N(c1ccccn1)C2=O
3% | 3% | 7% | O=C1N(O)C2(C=CCCC2)/C(=N\O)C12CCCCC2 (stereo not drawn)
-5% | -1%[2.35 µM] | ? | Oc1ccccc1-c1cc(-c2cccc(F)c2)n[nH]1
-2% | 2% | 0% | C=CCNC(=O)NC(=O)COC(=O)c1cccnc1SC
-11% | 6% | -5% | CN(C)C(=O)Nc1cnc2ccccc2c1
-5% | -2% | 16% | COc1cc(C(C)=O)ccc1O
-4% | -17% | -2% | CCCN(CC1CCCO1)C(=O)c1cc(COc2cccc(OC)c2)on1 (stereo not drawn)
-5% | . | 1% | CN(C(=O)CSc1nc(-c2cccs2)nc2ccccc12)C1CCS(=O)(=O)C1 (stereo not drawn)
-5% | 2% | -2% | Cc1ccc(C(=O)Nc2cc(Cl)ccc2-n2cncn2)s1
-3% | -9% | 0% | Cc1ccc(S(=O)(=O)Nc2ncnc3ccccc23)cc1
-8% | -10%[2.35 µM] | -2% | CCN(CC)S(=O)(=O)c1ccc(C(=O)Nc2ccc3c(c2)OCCO3)cc1
-1% | -2% | -8% | CCN(CC(=O)Nc1cccc(Br)c1)Cc1nc2ccccc2c(=O)[nH]1
-5% | 8% | -1% | COc1cc([N+](=O)[O-])ccc1NC(=O)Cc1ccccc1
1% | 5% | 0% | CSc1sc(C(=O)NCC2CC2)cc1S(=O)(=O)C(C)C
-21% | -5% | -12% | O=c1c2ccccc2c(-c2ccc(F)cc2)nn1-c1ccc(C(F)(F)F)cc1

By substructure: the compounds so far with a CF3 group.
KAT2A inh | N370S GC mod | FEN1 inh | Compound
-5% | . | 14% | O=C(O)/C(=C\c1cccc(C(F)(F)F)c1)c1ccc(S(=O)(=O)N2CCCC2)s1
-13% | -4% | 1% | CCOc1ccc(N2C(=O)CC(Sc3nc(-c4cccs4)cc(C(F)(F)F)c3C#N)C2=O)cc1 (stereo not drawn)
-4% | 3% | -1% | CNc1nc(N)nc(OC(C(F)(F)F)C(F)(F)F)n1
-21% | -5% | -12% | O=c1c2ccccc2c(-c2ccc(F)cc2)nn1-c1ccc(C(F)(F)F)cc1

Continuation.
KAT2A inh | N370S GC mod | FEN1 inh | Compound
-2% | 8% | 7% | CCOc1ccc(-c2c(C#N)c(N)nc3c2c(=O)n(C)c(=O)n3C)cc1OC
1% | . | 18% | CCc1ccccc1NC(=O)CN1CCN(C(=O)CNC(=O)Cc2cccc3ccccc23)CC1
0%&-29% | -4% | . | Cc1ncc(C[n+]2csc(CCOP(=O)(O)OP(=O)(O)O)c2C)c(N)n1
0% | 3% | 5% | COC(=O)NNC(=S)Nc1cc(OC)ccc1OC
-2% | -2% | -11% | COc1ccc(NC(=O)c2ccccc2Sc2ccc(NC(C)=O)nc2)cc1
2% | -6% | 4% | CCC(C)NC(=O)C(Cc1ccccc1)NS(=O)(=O)c1ccc2c(c1)oc(=O)n2C (stereo not drawn)
-3% | 3% | 7% | CC(=O)N(Cc1ccccn1)Cc1ccco1
